TrxR1 inh: inhibitors of rat thioredoxin reductase 1. O89049. recombinant rTrxR1, NADPH fluorescence consumption, selenite substrate. Potency, µM (highest dose often 114 µM), for the others: at the top dose activity change, negative = inhibition, hits mostly inhibitors. hit rate 1% among 390,000; note: % is set by controls: 0 for no effect and ±100 for the full control effect; nearly all actives have a fitted effect of over 65% in size
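Rat TrxR1 (90 nM in the dispensed reagent) was pre-reduced with 400 uM NADPH for 5 min at room temperature, then incubated with compound for 15 min. After 400 uM selenite was added, NADPH fluorescence (Ex 340/Em 450 nm) was followed for 8 min.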
Pin1 inh: blocks the human prolyl isomerase Pin1; Q13526; Pin1 FP peptide displacement, HiFluor488, 10 min; Potency, µM (top dose mostly 115 µM), inactives show top-dose activity, negative = inhibition, hits mostly inhibitors; hit rate 0.009% among 390,000; AID 504891; active = well fitted inhibition curve with a large enough effect in the polarisation, with a control signal flat, not every such curve was filed as active; inconclusive = small, poorly fitted or top-dose-only effect, or effect the other way, or a change in a side signal; inactive = no such curve, though single readings can be large or run the other way; the % refers to the polarisation; note: % is set by controls: 0 for no effect and ±100 for the full control effect
Target sequence (Q13526 whole entry, looked up): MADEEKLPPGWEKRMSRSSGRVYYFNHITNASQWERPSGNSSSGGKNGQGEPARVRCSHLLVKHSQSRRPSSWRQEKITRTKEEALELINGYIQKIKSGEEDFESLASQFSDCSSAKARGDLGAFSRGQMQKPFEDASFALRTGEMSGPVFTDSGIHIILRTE
ALOX12 inh: inhibitors of human 12S-lipoxygenase ALOX12; Potency, µM (doses to about 108 µM), for inactives: at the highest dose activity change, negative = inhibition, most hits filed as inhibitors; purified 12hLO, xylenol orange hydroperoxide absorbance; hit rate 1.1% among 580,000; P18054; note: % is set by controls: 0 for no effect and ±100 for the full control effect
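Purified human 12hLO (150 nM final) in 25 mM Hepes, 0.01% Triton X-100, pH 7.0 was preincubated 15 min at room temperature with compound. Then 40 uM arachidonic acid was added, 30 min. Hydroperoxide was read by Fe-XO absorbance ratio 573/405 nm.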
GLS inhibitor: inhibitors of human glutaminase (GLS); Potency, µM (top dose mostly 45.5 µM), for inactives: top-dose activity change, negative = inhibition, actives largely listed as inhibitors; GLS enzymatic activity, qHTS titration; hit rate 0.21% among 410,000; O94925; note: % is set by controls: 0 for no effect and ±100 for the full control effect
Target sequence (O94925 whole entry, looked up): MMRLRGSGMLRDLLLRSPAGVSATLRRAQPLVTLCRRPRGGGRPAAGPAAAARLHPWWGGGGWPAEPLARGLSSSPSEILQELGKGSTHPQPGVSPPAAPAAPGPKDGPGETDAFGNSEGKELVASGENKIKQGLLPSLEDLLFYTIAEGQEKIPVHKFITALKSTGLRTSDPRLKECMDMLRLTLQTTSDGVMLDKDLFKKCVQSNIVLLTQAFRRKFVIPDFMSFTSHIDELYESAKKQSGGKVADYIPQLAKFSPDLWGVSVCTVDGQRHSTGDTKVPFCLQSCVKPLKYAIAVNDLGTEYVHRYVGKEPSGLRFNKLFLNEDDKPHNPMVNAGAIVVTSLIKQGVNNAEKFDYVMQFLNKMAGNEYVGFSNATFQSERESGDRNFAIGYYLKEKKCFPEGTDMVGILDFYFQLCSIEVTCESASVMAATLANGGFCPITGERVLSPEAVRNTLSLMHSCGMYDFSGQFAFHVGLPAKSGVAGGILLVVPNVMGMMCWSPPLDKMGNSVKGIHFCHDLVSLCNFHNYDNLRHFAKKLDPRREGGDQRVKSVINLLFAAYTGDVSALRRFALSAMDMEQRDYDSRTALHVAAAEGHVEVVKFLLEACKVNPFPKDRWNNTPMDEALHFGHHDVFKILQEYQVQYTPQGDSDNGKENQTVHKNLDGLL
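Coupled fluorescence readout: glutamate oxidase/HRP/Amplex Red detect glutamate formed by hKGA from L-glutamine (1 mM solution added). Buffer 45 mM KH2PO4 pH 8.2, 0.02% Tween-20; reads at t0 and 30 min RT.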
JMJD2A Tudor: JMJD2A Tudor domain (human) inhibition; O75164; AlphaScreen JMJD2A-Tudor / H3K4me3 peptide binding; Potency, µM (titrated, usually from 114 µM), without a hit: top-dose activity change, negative = inhibition, hits mostly inhibitors; hit rate 4.4% among 390,000; AID 504339; note: % is set by controls: 0 for no effect and ±100 for the full control effect; nearly all actives have a fitted effect of over 50% in size
ERG Ets-DNA blk: ERG Ets/DNA interaction inhibition; AID 624246; P11308; fluorescence polarization, His-ERG Ets domain / labelled DNA; hit rate 0.028% among 370,000; Potency, µM (top dose mostly 76.9 µM), for inactives: at the highest dose FP activity, negative = inhibition, actives largely listed as inhibitors; active = well fitted inhibition curve with a large enough effect in the polarisation, with a control signal flat; inconclusive = small, poorly fitted or top-dose-only effect, or effect the other way, or a change in a side signal; inactive = no such curve, though single readings can be large or run the other way; the % refers to the polarisation;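 note: polarization taken with two DNA probes labelled with fluorescein and Texas red; % of control where 0% means no effect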
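His-tagged ERG Ets domain (1 uM in the protein solution; 300mM KCl, 50mM Tris-HCl, 1mM EDTA, 1mM DTT, pH 7.5) received compound, then a probe mix of 5 nM fluorescein-DNA and 100nM Texas-615-DNA. Fluorescence polarization was read for both dyes.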
PGK inhibitor: blocks T. brucei phosphoglycerate kinase; P07378; PGK/GAPDH coupled, Kinase-Glo luminescence, 60 min; hit rate 0.043% among 380,000; Potency, µM (doses to about 57.5 µM), for inactives: top-dose activity change, negative = inhibition, hits mostly inhibitors; AID 602233; note: % is set by controls: 0 for no effect and ±100 for the full control effect; nearly all actives have a fitted effect of over 60% in size
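Recombinant glycosomal PGK reaction used 1,3-bisphosphoglycerate generated in-well by GAPDH (100nM final) in 100mM TEA pH 7.6, 5mM MgCl2, 0.01% Tween-20. After 60 minutes at room temperature, ATP was read by Kinase-Glo Plus luminescence end-point.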
HP1b binding inh: inhibitors of HP1-beta chromodomain binding to methylated histone tails | P83916 | AlphaScreen HP1-beta / biotin-H3K9me3 peptide binding | Potency, µM (top dose mostly 114 µM), for inactives: at the highest dose activity change, negative = inhibition, most hits filed as inhibitors | hit rate 0.56% among 390,000; note: nearly all actives have a fitted effect of over 70% in size; inactives centre near 23
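AlphaScreen: HP1-beta (50 nM) preformed 30 min with biotin-H3(1-18)K9me3 peptide (50 nM) in PBS pH 7.4, 0.01% Tween-20. Compound added for 30 min at RT, then streptavidin donor/nickel chelate acceptor beads (10 ug/mL) for 30 min.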
RGS4 inhibitor: human RGS4 inhibition; P49798; Transcreener GDP fluorescence polarization, RGS4-accelerated GTP hydrolysis; Potency, µM (doses to about 114 µM), for inactives: top-dose activity change, negative = inhibition, actives largely listed as inhibitors; hit rate 0.039% among 390,000; AID 504845; note: % is set by controls: 0 for no effect and ±100 for the full control effect; nearly all actives have a fitted effect of over 75% in size; some results filed as inactive show a strong effect at the top dose
Target sequence (P49798 whole entry, looked up): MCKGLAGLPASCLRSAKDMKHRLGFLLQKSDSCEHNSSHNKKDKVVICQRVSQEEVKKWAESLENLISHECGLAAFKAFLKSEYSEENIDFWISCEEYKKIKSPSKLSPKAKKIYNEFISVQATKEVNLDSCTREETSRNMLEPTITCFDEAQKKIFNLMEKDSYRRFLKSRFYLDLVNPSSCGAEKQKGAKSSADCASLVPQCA
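MLSMR compounds (23 nl, pin-transferred) preincubated 10 min at room temperature with a 500nM (2x) first reagent, then RGS4 at 900nM (2x) plus Transcreener GDP mix added; fluorescence polarization (620/688 nm) read before and after 90 min at 30 °C.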
* hit, by the source's call; & = joins results of further samples; [ ] = remark or other dose. Unless noted, calls come from the whole dose curve; as a rule, active = well fitted curve in the direction sought with a large enough effect; inconclusive = small, poorly fitted or top-dose-only effect, or another doubt; inactive = no such curve, though single readings can be large; an effect the other way counts as inactive or inconclusive. Potency is the fitted concentration of half-maximal effect.

Screening COC(=O)CN1C(=O)Nc2ccc(C)cc2C1c1ccccc1 (stereo unspecified) returned TrxR1 inh 15%, Pin1 inh 0%, ALOX12 inh 0%, GLS inhibitor -7%, JMJD2A Tudor 3%, ERG Ets-DNA blk 7%, PGK inhibitor inactive, HP1b binding inh 41%[activator] and RGS4 inhibitor -20%.
Screening Cc1ccc(N2CC(C(=O)OCC(=O)Nc3ccc(Cl)cc3)CC2=O)cc1 (stereo unspecified) returned TrxR1 inh 26%, Pin1 inh -15%, ALOX12 inh -21%, GLS inhibitor 1%, JMJD2A Tudor -17%, ERG Ets-DNA blk 11%, PGK inhibitor -5%, HP1b binding inh 8% and RGS4 inhibitor 19%.
O=[N+]([O-])c1ncccc1OCc1ccccc1Br was read as TrxR1 inh -5%, Pin1 inh -7%, ALOX12 inh -9%, GLS inhibitor 10%, JMJD2A Tudor -3%, ERG Ets-DNA blk 1%, PGK inhibitor 7%, HP1b binding inh -6% and RGS4 inhibitor -11%.
Screening CC(C)N1C/C(=C/c2ccsc2)C(=O)/C(=C/c2ccsc2)C1 returned TrxR1 inh inconclusive, Pin1 inh -9%, ALOX12 inh inconclusive, GLS inhibitor 0%, JMJD2A Tudor inconclusive, ERG Ets-DNA blk 19%, PGK inhibitor 1%, HP1b binding inh -13% and RGS4 inhibitor -9%.
Screening COc1cc(C(=O)NCCSc2c(C)[nH]c3ccccc23)cc(OC)c1OC returned TrxR1 inh -2%, Pin1 inh 2%, ALOX12 inh inconclusive, GLS inhibitor -2%, JMJD2A Tudor inconclusive, ERG Ets-DNA blk -9%, PGK inhibitor inactive, HP1b binding inh 23% and RGS4 inhibitor 1%.
For NNC(=O)CC1=NNC(=O)C1 the results were TrxR1 inh -30%, Pin1 inh 0%, ALOX12 inh 3%, GLS inhibitor 29%, JMJD2A Tudor -8%, ERG Ets-DNA blk -5%, PGK inhibitor -3%, HP1b binding inh 32% and RGS4 inhibitor -9%.
Screening CCOC(=O)Cc1csc(NC(=O)Cc2ccccc2[N+](=O)[O-])n1 returned TrxR1 inh 6%[57.1 µM], Pin1 inh 66%[activator], ALOX12 inh -19%, GLS inhibitor 2%, JMJD2A Tudor -18%, ERG Ets-DNA blk -7%, PGK inhibitor 2%, HP1b binding inh 5% and RGS4 inhibitor 12%.
Screening COC(=O)C(NC(=O)Nc1ccccc1OC)C(C)C (stereo unspecified) returned TrxR1 inh 1%, Pin1 inh -5%, ALOX12 inh 9%, GLS inhibitor 5%, JMJD2A Tudor 6%, ERG Ets-DNA blk -4%, PGK inhibitor -2%, HP1b binding inh 13% and RGS4 inhibitor 28%.
For CCOC(=O)N1CCC(N2C(=O)c3ccccc3C2Nc2ccc3c(C)cc(=O)oc3c2)CC1 (stereo unspecified) the results were TrxR1 inh -1%[57.1 µM], Pin1 inh 0%, ALOX12 inh 14%, GLS inhibitor 9%, JMJD2A Tudor -13%, ERG Ets-DNA blk 0%, PGK inhibitor -6%, HP1b binding inh 41%[activator] and RGS4 inhibitor -6%.
`Cc1ccc2nc3n(c2c1)CCCN3` gave TrxR1 inh 8%, Pin1 inh 5%, ALOX12 inh -3%, GLS inhibitor 13%, JMJD2A Tudor -9%, ERG Ets-DNA blk 20%, PGK inhibitor 3%, HP1b binding inh 21% and RGS4 inhibitor 18%.
Screening COc1cc(NC(=O)C2CCCO2)c(C(=O)O)cc1OC (stereo unspecified) returned TrxR1 inh 14%, Pin1 inh -3%, ALOX12 inh -23%, GLS inhibitor -7%, JMJD2A Tudor -15%, ERG Ets-DNA blk 0%, PGK inhibitor 0%, HP1b binding inh 24% and RGS4 inhibitor -3%.
`Cc1nc2cc(NC(=O)c3ccco3)ccc2n1C` gave TrxR1 inh 18%, Pin1 inh 0%, ALOX12 inh 2%, GLS inhibitor -6%, JMJD2A Tudor 5%, ERG Ets-DNA blk -2%, PGK inhibitor -4%, HP1b binding inh 39%[activator] and RGS4 inhibitor 20%.
For COc1ccc(OCC2c3cc(OC)c(OC)cc3CCN2C(=O)c2c(F)cccc2F)cc1 (stereo unspecified) the results were TrxR1 inh -10%[57.1 µM], Pin1 inh 2%, ALOX12 inh -12%, GLS inhibitor 5%, JMJD2A Tudor inconclusive, ERG Ets-DNA blk 1%, PGK inhibitor -9%, HP1b binding inh 13% and RGS4 inhibitor -18%.
For CC(NC(=O)c1ccc(Cn2cc([N+](=O)[O-])cn2)cc1)c1ccccc1 (stereo unspecified) the results were TrxR1 inh 2%[57.1 µM], Pin1 inh -11%, ALOX12 inh -11%, GLS inhibitor inconclusive, JMJD2A Tudor 50µM*, ERG Ets-DNA blk 0%, PGK inhibitor 7%, HP1b binding inh 9% and RGS4 inhibitor inconclusive.
Screening O=C1c2ccccc2C(=O)N1c1ccc(O)cc1 returned TrxR1 inh 12%, Pin1 inh 14%, JMJD2A Tudor -16%&-3%, HP1b binding inh 15% and RGS4 inhibitor 13%.
`Nc1c(-c2nc(-c3cccs3)no2)nnn1-c1ccc(Cl)cc1` gave TrxR1 inh 18%, Pin1 inh 55%[activator], ALOX12 inh -19%, GLS inhibitor 2%, JMJD2A Tudor 8%, ERG Ets-DNA blk -3%, PGK inhibitor inactive, HP1b binding inh 25% and RGS4 inhibitor 8%.
O=C(NNC(=O)C1CCCC1)c1ccc(F)cc1 was read as TrxR1 inh 6%, Pin1 inh 1%, ALOX12 inh 0%, GLS inhibitor 2%, JMJD2A Tudor 1%, ERG Ets-DNA blk 4%, PGK inhibitor 4%, HP1b binding inh 20% and RGS4 inhibitor -25%.
CCCCN(C(C)=O)c1c(N)n(CCC)c(=O)n(CC(=O)Nc2cc(Cl)cc(Cl)c2)c1=O was read as TrxR1 inh 2%[57.1 µM], Pin1 inh -4%, ALOX12 inh 3%, GLS inhibitor -10%, JMJD2A Tudor 1%[57.1 µM], ERG Ets-DNA blk -3%, PGK inhibitor inactive, HP1b binding inh 39% and RGS4 inhibitor -24%.
Cc1ccccc1N(CC(=O)NC1CCCCC1)C(=O)CCCC(=O)Nc1ccccn1 was read as TrxR1 inh 6%, Pin1 inh 0%, ALOX12 inh 10%, GLS inhibitor 0%, JMJD2A Tudor -14%, ERG Ets-DNA blk 2%, PGK inhibitor -1%, HP1b binding inh 0% and RGS4 inhibitor -22%.
`Cc1ccc(C)c(N2CCN(S(=O)(=O)c3cn(C)c(C)n3)CC2)c1` gave TrxR1 inh 10%[57.1 µM], Pin1 inh -2%, ALOX12 inh -2%, GLS inhibitor -14%, JMJD2A Tudor -16%, ERG Ets-DNA blk 6%, PGK inhibitor -5%, HP1b binding inh 8%[57 µM] and RGS4 inhibitor 26%.

By substructure, those above containing a Cl atom
Screening Cc1ccc(N2CC(C(=O)OCC(=O)Nc3ccc(Cl)cc3)CC2=O)cc1 (stereo unspecified) returned TrxR1 inh 26%, Pin1 inh -15%, ALOX12 inh -21%, GLS inhibitor 1%, JMJD2A Tudor -17%, ERG Ets-DNA blk 11%, PGK inhibitor -5%, HP1b binding inh 8% and RGS4 inhibitor 19%.
`Nc1c(-c2nc(-c3cccs3)no2)nnn1-c1ccc(Cl)cc1` gave TrxR1 inh 18%, Pin1 inh 55%[activator], ALOX12 inh -19%, GLS inhibitor 2%, JMJD2A Tudor 8%, ERG Ets-DNA blk -3%, PGK inhibitor inactive, HP1b binding inh 25% and RGS4 inhibitor 8%.
CCCCN(C(C)=O)c1c(N)n(CCC)c(=O)n(CC(=O)Nc2cc(Cl)cc(Cl)c2)c1=O was read as TrxR1 inh 2%[57.1 µM], Pin1 inh -4%, ALOX12 inh 3%, GLS inhibitor -10%, JMJD2A Tudor 1%[57.1 µM], ERG Ets-DNA blk -3%, PGK inhibitor inactive, HP1b binding inh 39% and RGS4 inhibitor -24%.

Later entries:
O=C(COc1ccc(Cl)cc1Cl)NC(=O)N1CCOCC1 was read as TrxR1 inh -9%, Pin1 inh 0%, ALOX12 inh inconclusive, GLS inhibitor -2%, JMJD2A Tudor -10%, ERG Ets-DNA blk 0%, PGK inhibitor -4%, HP1b binding inh 16% and RGS4 inhibitor 0%.
For CN(Cc1ccccc1)C(=O)COC(=O)c1cc([N+](=O)[O-])ccc1N1CCOCC1 the results were TrxR1 inh -4%, Pin1 inh 2%, ALOX12 inh -27%, GLS inhibitor 2%, JMJD2A Tudor -21%, ERG Ets-DNA blk -3%, PGK inhibitor -1%, HP1b binding inh -3% and RGS4 inhibitor -11%.
O=C(/C=C/c1cccc(F)c1)N1CCc2ccccc21 was read as TrxR1 inh -10%, Pin1 inh -3%, ALOX12 inh -18%, GLS inhibitor 6%, JMJD2A Tudor -7%, ERG Ets-DNA blk -1%, PGK inhibitor -20%, HP1b binding inh 18% and RGS4 inhibitor -19%.
CC(C)CC1CC(C)(c2csc(NNC(=O)c3ccccc3)n2)OC1=O (stereo unspecified) was read as TrxR1 inh 11%, Pin1 inh -9%, ALOX12 inh inconclusive, GLS inhibitor 22%, JMJD2A Tudor -10%, ERG Ets-DNA blk -6%, PGK inhibitor -5%, HP1b binding inh 29% and RGS4 inhibitor -9%.

Only part of the results is shown; count on the stated rates, not on these rows.
